Yp Topo-I inh: inhibitors of Yersinia pestis topoisomerase I. Y. pestis Topo-I cleavage product accumulation, plate reader. activity, % at 10 µM. 0.064% of 360,000 active. AID 504884; in the data active = activity above about 50%, passing the limit was not always enough; also: inactives centre near 2
SSB-PriA inh: inhibitors of Klebsiella pneumoniae PriA binding to SSB C-terminal tail | inhibition, % at 33 µM | AID 1272365 | AlphaScreen SSBct-PriA binding, biotinylated peptide | 0.6% of 430,000 active; in the data active = inhibition mostly above about 37%, no sharp cut-off; inactive = mostly below about 20%;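 also: plate controls were negative control peptide for no effect and reference peptide for full effect; strong numbers were not always called active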
PfHsp40 rescue: restores yeast growth despite PfHsp40 toxicity; AID 504582; 0.68% of 340,000 active; S. cerevisiae expressing PfHsp40, growth rescue, ATP luminescence; growth rescue, % at 12.5 µM; in the data active = growth rescue above about 28%, passing the limit was not always enough;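 also: yeast W303a lacking pdr1 and pdr3 grown in galactose medium; growth measured after three days at 30 °C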
Rv3671c protease: Rv3671c (M. tuberculosis) protease inhibition; inhibition, % at 5.96 µM; 0.048% of 320,000 active; AID 2606; in the data active = inhibition above about 38%;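 also: extracellular domain of Rv3671c used as enzyme; 0% = enzyme with DMSO and 100% = no enzyme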
VHR inh abs: blocks human VHR1 dual specificity phosphatase | P51452 | recombinant VHR phosphatase, pNPP absorbance | inhibition, % at 13.3 µM | 0.52% of 290,000 active | AID 1654; in the data active = inhibition above about 50%; also: some compounds called inactive have numbers as strong as hits
Target sequence (P51452 whole entry, looked up): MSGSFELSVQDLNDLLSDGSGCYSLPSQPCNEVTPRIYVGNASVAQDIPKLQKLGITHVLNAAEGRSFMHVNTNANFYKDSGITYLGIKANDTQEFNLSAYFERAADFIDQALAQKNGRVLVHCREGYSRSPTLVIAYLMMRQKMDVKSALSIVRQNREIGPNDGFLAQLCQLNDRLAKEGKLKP
MazEF act: MazEF (E. coli) toxin RNase activation; activation, % at 20 µM; FAM/BHQ RNA-DNA oligo cleavage fluorescence, 5 h; 0.32% of 350,000 active; in the data active = activation above about 50%
SARS 3CLpro inh: SARS-CoV 3CLpro protease inhibition; P0C6X7; recombinant SARS-CoV 3CLpro, quenched FRET peptide cleavage; inhibition, % at 6 µM; 0.14% of 290,000 active; in the data active = inhibition above about 12%
TcdB inh: inhibitors of Clostridioides difficile toxin B glycohydrolase; P18177; TcdB glycohydrolase enzymatic assay, plate reader; inhibition, % at 9.99 µM; 0.24% of 350,000 active; AID 652162; in the data active = inhibition above about 10%
Anthrax LF prot: inhibitors of Bacillus anthracis lethal factor protease; multiplex microsphere protease cleavage assay, LF; AID 588501; 0.12% of 360,000 active; P15917; inhibition, % at 10 µM; in the data active = inhibition above about 30%; also: plate controls were buffer without enzyme for full effect and enzyme alone for no effect
Target sequence (P15917 whole entry, looked up): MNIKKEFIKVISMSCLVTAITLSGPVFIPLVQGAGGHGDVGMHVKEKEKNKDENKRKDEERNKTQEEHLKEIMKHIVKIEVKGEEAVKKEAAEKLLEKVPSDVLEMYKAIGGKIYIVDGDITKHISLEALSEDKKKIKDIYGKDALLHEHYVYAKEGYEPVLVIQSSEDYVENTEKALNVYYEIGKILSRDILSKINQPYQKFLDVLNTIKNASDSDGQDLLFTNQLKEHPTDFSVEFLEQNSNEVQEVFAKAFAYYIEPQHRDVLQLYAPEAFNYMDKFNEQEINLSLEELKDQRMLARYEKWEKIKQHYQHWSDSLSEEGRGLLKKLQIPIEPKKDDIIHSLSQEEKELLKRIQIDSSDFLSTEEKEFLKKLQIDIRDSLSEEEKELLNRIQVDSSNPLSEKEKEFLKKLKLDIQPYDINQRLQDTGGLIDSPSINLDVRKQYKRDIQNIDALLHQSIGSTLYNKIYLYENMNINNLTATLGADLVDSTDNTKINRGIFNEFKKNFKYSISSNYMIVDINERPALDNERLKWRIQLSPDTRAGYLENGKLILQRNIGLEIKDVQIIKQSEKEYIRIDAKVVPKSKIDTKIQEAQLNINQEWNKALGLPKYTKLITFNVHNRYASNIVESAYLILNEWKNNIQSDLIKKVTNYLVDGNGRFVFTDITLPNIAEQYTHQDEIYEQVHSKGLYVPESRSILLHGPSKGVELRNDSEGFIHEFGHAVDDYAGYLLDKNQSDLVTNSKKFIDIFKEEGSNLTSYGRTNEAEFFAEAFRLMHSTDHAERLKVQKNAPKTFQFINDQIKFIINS
Vc quorum ag: inducers of Vibrio cholerae quorum light production without autoinducers | V. cholerae BH1578 lux reporter, luminescence, 6 h | activation, % at 18.7 µM | 0.16% of 350,000 active | AID 588436; in the data active = activation mostly above about 9.7%, no sharp cut-off; also: not every result past the cut was called active; inactives centre near 0; reference of the scale not given here
The depositor's hits bear a star; & = joins results of further samples. An excerpt, so the mix of outcomes need not match the whole.

For Cc1cc(C(=O)Nc2sccc2C(N)=O)c(C)o1 the results were Yp Topo-I inh -4.6, SSB-PriA inh 0.1, PfHsp40 rescue 3.5, Rv3671c protease -5.3, MazEF act 5.8, TcdB inh 0.9, Anthrax LF prot -4.4 and Vc quorum ag -1.1.
For COc1ccccc1NC(=O)c1ccc(C)s1 the results were Yp Topo-I inh -2.1, SSB-PriA inh -19.7, PfHsp40 rescue -0.1, Rv3671c protease -0.1, VHR inh abs -4.1, MazEF act 6.4, SARS 3CLpro inh 1.2, Anthrax LF prot -1.2 and Vc quorum ag -0.3.
`Cc1cc(C)cc(OCCN2CCOCC2)c1` gave Yp Topo-I inh 1.0, SSB-PriA inh -10.6, PfHsp40 rescue -0.7, Rv3671c protease -6.7, VHR inh abs 12.6, MazEF act 2.3, SARS 3CLpro inh 0.1, TcdB inh 0.2, Anthrax LF prot 1.2 and Vc quorum ag -0.6.
Screening Cc1occc1C(=O)NCc1nc(-c2ccc(Cl)cc2)no1 returned Yp Topo-I inh 1.2, SSB-PriA inh 11.8, PfHsp40 rescue 0.9, Rv3671c protease -4.2, VHR inh abs 14.1, MazEF act 5.6, SARS 3CLpro inh 2.9, TcdB inh 0.6, Anthrax LF prot 6.4 and Vc quorum ag inactive.
COc1cc(Br)c(CC2c3cc(OC)c(OC)cc3CCN2C)cc1OC (stereo unspecified) was read as Yp Topo-I inh 4.5, SSB-PriA inh -4.6, PfHsp40 rescue -0.5, MazEF act 5.3, TcdB inh 1.5, Anthrax LF prot -4.4 and Vc quorum ag inactive.
For Cc1ccc2nc(Nc3nc(C)cc(C(F)(F)F)n3)nc(C)c2c1 the results were Yp Topo-I inh -2.6, SSB-PriA inh -6.5, PfHsp40 rescue -1.3, Rv3671c protease -5.0, VHR inh abs -5.6, MazEF act 4.7, SARS 3CLpro inh 1.3, Anthrax LF prot 5.1 and Vc quorum ag inactive.
For O=C(Nc1ccc(F)cc1)c1sc2cc(C(F)(F)F)cnc2c1-c1cccs1 the results were Yp Topo-I inh -8.4, SSB-PriA inh 2.8, PfHsp40 rescue 2.0, Rv3671c protease -5.3, VHR inh abs 20.8, MazEF act 19.2, SARS 3CLpro inh 1.3, Anthrax LF prot 2.2 and Vc quorum ag -0.9.
For COc1cc2cc(Oc3ccc4ccc(=O)oc4c3)c(=O)oc2cc1O the results were Yp Topo-I inh 0.7, SSB-PriA inh -1.2, PfHsp40 rescue -1.2, Rv3671c protease 0.0, VHR inh abs -3.6, MazEF act 4.5, SARS 3CLpro inh -0.4, TcdB inh 1.7, Anthrax LF prot 1.8 and Vc quorum ag -0.3.
Cc1ccc(NC(=O)c2cnc3ccccc3n2)cc1C was read as Yp Topo-I inh -7.6, SSB-PriA inh -11.9, PfHsp40 rescue -0.3, Rv3671c protease 2.6, VHR inh abs 9.5, MazEF act 6.8, SARS 3CLpro inh 2.2, TcdB inh 6.6, Anthrax LF prot 2.0 and Vc quorum ag -0.5.
`CCCn1c(=S)[nH]c2cc(C(=O)NCc3ccccc3OC)ccc2c1=O` gave Yp Topo-I inh 8.1, MazEF act 6.7, TcdB inh 0.3, Anthrax LF prot -4.4 and Vc quorum ag -0.3.
Screening CC(C)[C@H](NC(=O)Nc1cccc(C(F)(F)F)c1)C(=O)O returned Yp Topo-I inh 1.7, SSB-PriA inh -13.3, PfHsp40 rescue 0.0, Rv3671c protease -1.2, VHR inh abs 20.9, MazEF act 4.4, SARS 3CLpro inh -4.4, Anthrax LF prot -4.6 and Vc quorum ag -16.7.
`Cc1ccccc1CC(=O)Nc1ccc(C(=O)N2CCCC2)cc1` gave Yp Topo-I inh -6.2, SSB-PriA inh -13.6, PfHsp40 rescue 8.2, Rv3671c protease -8.1, VHR inh abs 20.8, MazEF act -2.7, SARS 3CLpro inh -2.7, TcdB inh -1.1, Anthrax LF prot 0.4 and Vc quorum ag -0.1.
Screening O=C(CN1C(=O)NC2(CCCCC2)C1=O)N1CCN(S(=O)(=O)c2ccc(Cl)s2)CC1 returned Yp Topo-I inh 0.4, SSB-PriA inh -3.2, PfHsp40 rescue -0.2, Rv3671c protease 1.7, MazEF act 1.1, TcdB inh 1.2, Anthrax LF prot 7.0 and Vc quorum ag -2.1.
CCC1CCCCN1CCCNC(=O)CCC(=O)N1CCOc2ccccc21 (stereo unspecified) was read as Yp Topo-I inh 0.3, SSB-PriA inh 2.4, PfHsp40 rescue 1.6, Rv3671c protease 4.8, VHR inh abs 33.1, MazEF act 2.6, SARS 3CLpro inh -2.0, TcdB inh 3.9, Anthrax LF prot -3.7 and Vc quorum ag -0.3.
For CC(C)(C)c1ccc(-c2nnc(N)o2)cc1 the results were Yp Topo-I inh 6.3, SSB-PriA inh -2.8, PfHsp40 rescue 0.2, Rv3671c protease 4.9, VHR inh abs 5.9, MazEF act -2.4, SARS 3CLpro inh 2.2, TcdB inh 0.4, Anthrax LF prot 3.4 and Vc quorum ag inactive.
For CC(C)C[C@H]1CNC(=O)C(=O)N1CC1CCN(CC2CCC(C(C)(C)C)CC2)CC1 (stereo partly specified) the results were Yp Topo-I inh 8.9, SSB-PriA inh 5.0, PfHsp40 rescue 0.4, MazEF act 10.2, TcdB inh -2.3, Anthrax LF prot -0.2 and Vc quorum ag -0.8.
For CCC(C)NS(=O)(=O)c1ccc(OCC(=O)N2CCCC2)cc1 (stereo unspecified) the results were Yp Topo-I inh -4.5, SSB-PriA inh -13.6, PfHsp40 rescue -1.7, Rv3671c protease -2.4, VHR inh abs 13.2, MazEF act -0.9, SARS 3CLpro inh -8.0, TcdB inh 0.3, Anthrax LF prot -0.9 and Vc quorum ag inactive.
C/C(CC(=O)N(C(C)C)C(C)C)=N\NC(=O)c1ccccc1Br was read as Yp Topo-I inh -0.7, PfHsp40 rescue -0.9, Rv3671c protease -4.5, VHR inh abs -2.5, MazEF act 2.3, SARS 3CLpro inh -3.6, Anthrax LF prot 3.3 and Vc quorum ag -3.8.
For N#C/C(=N\Nc1cccc([N+](=O)[O-])c1)C(=O)c1ccc(Br)cc1 the results were Yp Topo-I inh 1.6, PfHsp40 rescue 4.0, Rv3671c protease -0.3, VHR inh abs 16.5, MazEF act -2.8, SARS 3CLpro inh 7.4, TcdB inh 1.2, Anthrax LF prot -7.3 and Vc quorum ag -0.2.
For COc1ccc2c(c1)sc1nc(-c3ccccc3)cn12 the results were Yp Topo-I inh -11.8, SSB-PriA inh -7.0&-2.3, PfHsp40 rescue -0.7, Rv3671c protease -21.4, VHR inh abs 18.1, MazEF act -2.7, SARS 3CLpro inh -1.9, Anthrax LF prot 1.0 and Vc quorum ag -0.4.

A section of the results above, for reference:
For CCC(C)NS(=O)(=O)c1ccc(OCC(=O)N2CCCC2)cc1 (stereo unspecified) the results were Yp Topo-I inh -4.5, SSB-PriA inh -13.6, PfHsp40 rescue -1.7, Rv3671c protease -2.4, VHR inh abs 13.2, MazEF act -0.9, SARS 3CLpro inh -8.0, TcdB inh 0.3, Anthrax LF prot -0.9 and Vc quorum ag inactive.
C/C(CC(=O)N(C(C)C)C(C)C)=N\NC(=O)c1ccccc1Br was read as Yp Topo-I inh -0.7, PfHsp40 rescue -0.9, Rv3671c protease -4.5, VHR inh abs -2.5, MazEF act 2.3, SARS 3CLpro inh -3.6, Anthrax LF prot 3.3 and Vc quorum ag -3.8.

The list goes on.
For COc1ccccc1CNC(=O)C(NS(=O)(=O)c1ccc2c(c1)OCCO2)C(C)C (stereo unspecified) the results were Yp Topo-I inh -4.0, SSB-PriA inh -8.1, PfHsp40 rescue -0.6, Rv3671c protease -1.8, VHR inh abs 1.5, MazEF act -0.1, SARS 3CLpro inh -1.0, Anthrax LF prot -0.1 and Vc quorum ag 1.1.
For O=C(c1nc[nH]c1C(=O)N1CCN(c2ccccc2)CC1)N1CCN(c2ccccc2)CC1 the results were Yp Topo-I inh 23.5, SSB-PriA inh 1.9, PfHsp40 rescue -1.9, Rv3671c protease 5.7, MazEF act 4.2, TcdB inh -1.0, Anthrax LF prot -0.6 and Vc quorum ag -0.8.
For NC(Cc1ccc(C(F)(F)F)cc1)c1csc(Nc2ccc(S(N)(=O)=O)cc2)n1 (stereo unspecified) the results were Yp Topo-I inh -10.7, TcdB inh 1.7, Anthrax LF prot -4.7 and Vc quorum ag -3.7.
For COc1cccc(OC)c1C(=O)Nc1nc2cc3c(cc2s1)OCO3 the results were Yp Topo-I inh 5.7, SSB-PriA inh -13.0&-8.5, PfHsp40 rescue -0.6, Rv3671c protease 1.6, VHR inh abs 25.0, MazEF act 11.8, SARS 3CLpro inh 0.2, TcdB inh 1.7, Anthrax LF prot -6.0 and Vc quorum ag 0.4.
`CC(=O)c1ccc(OCC(O)CN2CCN(Cc3ccc4c(c3)OCO4)CC2)cc1` (stereo unspecified) gave Yp Topo-I inh 2.6&-0.7, SSB-PriA inh -3.9, PfHsp40 rescue -0.2&-1.4, Rv3671c protease 1.8&0.2, VHR inh abs 23.6&18.1, MazEF act 7.4&7.8, SARS 3CLpro inh -3.2, TcdB inh 0.3&-0.1, Anthrax LF prot 0.8&-8.7 and Vc quorum ag -0.2&-0.2.
For O=S(=O)(c1ccc(-c2csc(Nc3ccc(F)cc3)n2)cc1)N1CCCC1 the results were Yp Topo-I inh 1.4, SSB-PriA inh 4.1, PfHsp40 rescue 0.3, Rv3671c protease 8.8, VHR inh abs -7.9, MazEF act 14.9, SARS 3CLpro inh -0.4, TcdB inh -0.9, Anthrax LF prot 0.8 and Vc quorum ag inactive.
For COc1ccc(CS(=O)(=O)CC2(O)CCN(C(=O)c3cccc(C(F)(F)F)c3)CC2)cc1 the results were Yp Topo-I inh -0.7, SSB-PriA inh 4.2, PfHsp40 rescue 0.1, Rv3671c protease -4.4, VHR inh abs 9.4, MazEF act 9.2, SARS 3CLpro inh -3.8, TcdB inh 1.2, Anthrax LF prot -0.8 and Vc quorum ag inactive.
Screening O=C(CCNC(=O)c1ccccc1)NN=Cc1ccc(Br)o1 returned Yp Topo-I inh -0.2, SSB-PriA inh 6.2, PfHsp40 rescue -1.5, Rv3671c protease 0.2, MazEF act -2.7, TcdB inh 3.0, Anthrax LF prot -2.3 and Vc quorum ag -1.1.
`Cc1ccc(NC(=O)c2ccc(Cl)c(S(=O)(=O)N3CCCCCC3)c2)nc1` gave Yp Topo-I inh 5.7, SSB-PriA inh -0.1, PfHsp40 rescue 2.3, Rv3671c protease -9.0, MazEF act 2.4, TcdB inh 3.9, Anthrax LF prot -1.2 and Vc quorum ag 0.7.
For CC(=O)Nc1cnc(-c2ccc3c(c2)OCO3)cn1 the results were Yp Topo-I inh -8.2, TcdB inh 0.0, Anthrax LF prot -7.1 and Vc quorum ag 3.4.
For CCC(C)NC(=O)C1CCN(S(=O)(=O)c2ccc(-n3cnnn3)cc2)CC1 (stereo unspecified) the results were Yp Topo-I inh 4.7, SSB-PriA inh -8.3, PfHsp40 rescue -0.2, Rv3671c protease 2.8, VHR inh abs 14.1, MazEF act 12.5, SARS 3CLpro inh 0.3, TcdB inh -0.4, Anthrax LF prot -1.3 and Vc quorum ag -0.3.
Screening COc1ccc(CCC(=O)OCC(=O)c2ccc[nH]2)cc1OC returned Yp Topo-I inh -3.4, SSB-PriA inh -2.8, PfHsp40 rescue 0.2, Rv3671c protease 2.4, MazEF act -1.5, TcdB inh 0.6, Anthrax LF prot 2.5 and Vc quorum ag inactive.
CN(C)c1nccc(N(Cc2ccccc2)Cc2ccccc2)c1C#N was read as Yp Topo-I inh 24.9, SSB-PriA inh -42.0, PfHsp40 rescue 0.1, Rv3671c protease 0.1, VHR inh abs 6.8, MazEF act -16.7, SARS 3CLpro inh 0.8, Anthrax LF prot -1.1 and Vc quorum ag inactive.
For C=CCN1C(=O)/C(=C/c2cc(C)n(-c3ccccn3)c2C)C(=O)NC1=S the results were Yp Topo-I inh -2.5, SSB-PriA inh -5.4, PfHsp40 rescue 0.5, Rv3671c protease -12.1, VHR inh abs -6.9, MazEF act 9.8, SARS 3CLpro inh 6.2, TcdB inh 1.0, Anthrax LF prot 2.3 and Vc quorum ag 3.3.
